Compound activity as filed in PubChem.
Luc counter – Kinase-Glo luciferase inhibition (counter-screen); Q27757; Kinase-Glo luciferase, ATP luminescence, 8 min; Potency, µM (titrated, usually from 38.3 µM), inactives show at the highest dose activity change, negative = inhibition, hits mostly inhibitors; 0.28% of 200,000 active; also: potency is read from the fitted curve at half-maximal effect; % is scaled to controls: 0 for no effect and ±100 for the full control effect; nearly all actives have a fitted effect of over 60% in size
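Light output from Kinase-Glo luciferase with luciferin and 10 uM ATP in 50 mM imidazole pH 7.2, KCl, MgCl2, Tween 20, BSA; compound pin-delivered, 8-min ambient incubation, then luminescence read.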
CBFb-RUNX1 inh – CBF-beta/RUNX1 interaction disruption | 230,000 tested, under 10 active | AlphaScreen CBFb-His/RUNX1-biotin binding, biochemical | AID 1477 | Potency, µM (titrated, usually from 59.8 µM), for the others: at the highest dose activity, negative = inhibition, actives largely listed as inhibitors; also: % of control where 0% means no effect
Target sequence (Q01196 whole entry, looked up): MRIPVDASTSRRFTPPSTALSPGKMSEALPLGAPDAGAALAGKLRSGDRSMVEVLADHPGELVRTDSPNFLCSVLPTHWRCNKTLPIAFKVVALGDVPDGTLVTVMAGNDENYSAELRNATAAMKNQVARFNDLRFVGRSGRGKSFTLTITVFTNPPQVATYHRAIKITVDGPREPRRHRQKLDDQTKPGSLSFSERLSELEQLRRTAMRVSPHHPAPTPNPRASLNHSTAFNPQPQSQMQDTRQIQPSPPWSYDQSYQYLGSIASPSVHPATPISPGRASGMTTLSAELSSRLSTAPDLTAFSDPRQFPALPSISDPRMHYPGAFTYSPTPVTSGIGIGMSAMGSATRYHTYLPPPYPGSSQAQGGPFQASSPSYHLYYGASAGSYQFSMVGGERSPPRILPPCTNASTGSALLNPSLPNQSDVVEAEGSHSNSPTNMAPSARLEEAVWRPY
Target sequence (Q13951 whole entry, looked up): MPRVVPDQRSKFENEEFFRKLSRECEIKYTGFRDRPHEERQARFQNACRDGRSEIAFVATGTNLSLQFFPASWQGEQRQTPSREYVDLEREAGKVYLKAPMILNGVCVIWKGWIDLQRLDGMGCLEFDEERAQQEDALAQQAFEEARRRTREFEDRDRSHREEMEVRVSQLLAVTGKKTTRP
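Bead-based AlphaScreen assay; binding partners His-tagged CBF-beta and biotinylated RUNX1 at 30 nM each. Compound exposure 15 min after a 20-min protein preincubation; bead step 90 min; all steps at room temperature.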
L3MBTL1 inh – blocks human L3MBTL1. Q9Y468. AlphaScreen L3MBTL1–H3K9me1 peptide binding. Potency, µM (top dose mostly 57.1 µM), for inactives: top-dose activity, negative = inhibition, usual class: inhibitors. 0.66% of 230,000 active. AID 485360; also: potency is read from the fitted curve at half-maximal effect; % is scaled to controls: 0 for no effect and ±100 for the full control effect; nearly all actives have a fitted effect of over 60% in size
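L3MBTL1 (50 nM) pre-complexed 30 min with biotinylated H3(1-15)K9me1 peptide (75 nM), then compounds added for 30 min at room temperature; AlphaScreen streptavidin donor/nickel chelate acceptor beads (10 ug/mL final) read after 30 min dark incubation.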
Epigenetic derep – regulators of epigenetic silencing causing reporter derepression in mouse cells. Potency, µM (highest dose often 53.9 µM), for inactives: at the top dose GFP activation, most hits filed as activators. murine LDR cells, GFP reporter derepression, 30 h. 0.2% of 280,000 active; also: potency is read from the fitted curve at half-maximal effect; % of control where 0% means no effect; nearly all actives have a fitted effect of over 60% in size
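Reporter derepression read as number of fluorescent GFP-positive objects, 20-120 um in size, counted by laser-scanning cytometer. Mouse LDR line with an epigenetically silenced CMV-GFP locus; compound incubation 30 h, 37 C.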
IMPase Li inh – membrane-permeable IMPase blocker, potentiated with lithium; 0.35% of 210,000 active; CHO-M1 cells, IP1 TR-FRET (IP-One), carbachol + lithium; Potency, µM (doses to about 59.4 µM), for the others: at the highest dose activity, negative = IMPase inhibition, usual class: inhibitors;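 also: IP1 builds up when IMPase is blocked and the TR-FRET signal falls; potency is read from the fitted curve at half-maximal effect; plate controls were basal vehicle for no effect and high inhibitor control for full effect; nearly all actives have a fitted effect of over 50% in size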
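CHO cells stably expressing M1 receptor (2000/well) were cultured 16–30 h, then exposed to compounds with a small lithium addition for 30 min at 37C. IP1 was measured by TR-FRET competition; AC50 from Hill fits.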
NPSR antagonist – antagonists of human neuropeptide S receptor cAMP signaling; CHO-NPSR cells, cAMP TR-FRET, antagonist mode; Potency, µM (highest dose often 38.3 µM), inactives show at the highest dose activity change, negative = inhibition, actives largely listed as inhibitors; 1% of 220,000 active; also: potency is read from the fitted curve at half-maximal effect; % is scaled to controls: 0 for no effect and ±100 for the full control effect; nearly all actives have a fitted effect of over 50% in size; many of its hits are not listed in these tables
Target sequence (Q6W5P4 whole entry, looked up): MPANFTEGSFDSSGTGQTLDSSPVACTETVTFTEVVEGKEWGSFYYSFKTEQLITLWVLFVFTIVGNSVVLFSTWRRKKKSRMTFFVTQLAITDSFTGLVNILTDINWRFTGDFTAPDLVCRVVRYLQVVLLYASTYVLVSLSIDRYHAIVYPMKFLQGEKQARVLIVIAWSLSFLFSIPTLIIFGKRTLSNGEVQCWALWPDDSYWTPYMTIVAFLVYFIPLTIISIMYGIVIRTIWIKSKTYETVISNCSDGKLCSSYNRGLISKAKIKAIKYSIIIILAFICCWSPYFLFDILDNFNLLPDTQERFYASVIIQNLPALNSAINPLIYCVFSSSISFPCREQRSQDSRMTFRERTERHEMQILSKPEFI
HttQ103 aggreg – mutant huntingtin aggregation inhibition; PC12 HttQ103-GFP aggregates, Acumen cytometry, 40 h; Potency, µM (doses to about 46.1 µM), without a hit: top-dose activity change, negative = inhibition, most hits filed as inhibitors; 1.1% of 220,000 active; AID 1688; also: potency is read from the fitted curve at half-maximal effect; % is scaled to controls: 0 for no effect and ±100 for the full control effect; nearly all actives have a fitted effect of over 60% in size
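Quantitative HTS on tebufenozide-induced (100 nM) PC12 cells stably expressing polyQ103 Huntingtin exon 1–GFP. Reduction of bright GFP aggregates, detected by laser scanning cytometry after lysis, identified actives across the titration.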
Active calls of the source: *; u = inconclusive; x = not tested or not shown; & = joins results of further samples; [ ] = remark or other dose. Calls follow the shape of the dose curve; as a rule, active = well fitted curve in the direction sought with a large enough effect; inconclusive = small, poorly fitted or top-dose-only effect, or another doubt; inactive = no such curve, though single readings can be large; an effect the other way counts as inactive or inconclusive. A portion of the library; rates above refer to the full screens.

1: N#Cc1ccc(-c2csc(NC(=O)c3ccc(S(=O)(=O)N4CCc5ccccc5C4)cc3)n2)cc1
2: CC(C)Cc1nnc(NC(=O)CCC(=O)N2CCN(S(=O)(=O)c3ccccc3)CC2)s1
3: CC(=O)Nc1cccc(C(=O)/C=C/c2ccc(Br)cc2)c1
4: CSC(=S)N/N=C/c1ccc(Br)cc1
5: O=C(Nc1ccc(Br)cc1F)C1CCN(c2nnc(-n3cccc3)s2)CC1
6: CCOc1ccccc1-c1nn2c(Cc3ccccc3)nnc2s1
7: COc1ccc(NC(=O)Nc2cccnc2)cc1
8: O=C(O)CCN1C(=O)c2ccc(NC(=O)C(c3ccccc3)c3ccccc3)cc2C1=O
9: CCOc1ccccc1N(CC(=O)Nc1ccc(C)cc1)S(C)(=O)=O
10: Cc1c(-c2ccc(O)cc2)nc2nc(-c3ccccc3)c(-c3ccccc3)nn12
entry no.	1	2	3	4	5	6	7	8	9	10
Luc counter	1%	-2%	2%	1%	1%	-1%	-25%	x	-3%	x
CBFb-RUNX1 inh	-3%	9%	-2%	-15%	0%	1%	1%	7%	0%	u
L3MBTL1 inh	3%	1%	0%	-20%	x	1%	x	-1%	-2%	18%
Epigenetic derep	-3.0%	-0.3%	u	-0.4%	15%	0.0%	-0.1%	-2.0%	0.0%	u
IMPase Li inh	-19%	-3%	1%	3%	-11%[38.3 µM]	9%[38.3 µM]	0%	x	-8%[38.3 µM]	x
NPSR antagonist	-33%	10%	15%	-14%	u	u	8%	-1%	-10%[46.1 µM]	u
HttQ103 aggreg	-14%	10%	16%	-2%	3%	-1%[9.22 µM]	-16%	-8%[9.22 µM]	-2%	1%[9.22 µM]

11: S=C(N=Nc1ccccc1)NNc1ccccc1
12: Cc1cc(=O)n(C)c(=O)n1CCCCOc1ccc([N+](=O)[O-])cc1
13: Cc1ccc2c(c1)NC(=O)C(CC(=O)NCCN(C)C)O2 (configuration not stated)
14: O=S(=O)(c1cc(F)cc(F)c1)N1CCN(c2ncccn2)CC1
15: COc1ccc(C(=O)OCC(=O)Nc2ccc(F)c(F)c2)cc1OC
16: CC1CCC2(CC1)NC(=O)c1ccccc1O2 (configuration not stated)
17: CCn1c(=O)c2c(n3c(=S)[nH]nc13)-c1ccccc1CC21CCCCC1
18: COc1ccc(N2CCN(C(=O)Nc3cccc(C(F)(F)F)c3)CC2)cc1
19: CNC(=S)Nc1sc2c(c1C(=O)OC)CCC2
20: CCC(C)(C)NC(=O)C(c1ccc(O)cc1)N(C(=O)Cn1nnc2ccccc21)c1ccc(NC(C)=O)cc1 (configuration not stated)
entry no.	11	12	13	14	15	16	17	18	19	20
Luc counter	-7%	-7%	-3%	-2%	8%	0%	2%	-5%	2%	x
CBFb-RUNX1 inh	u	0%	0%	0%	3%	2%	-19%	-6%	-11%	2%
L3MBTL1 inh	u	-8%	x	4%	x	x	x	x	8%	x
Epigenetic derep	u	-0.2%	-6.1%	-0.1%	-4.4%	1.9%	1.3%	-0.1%&1.7%	-1.1%	1.7%
IMPase Li inh	3%	21%	22%[38.3 µM]	0%[38.3 µM]	14%[38.3 µM]	20%[38.3 µM]	1%	2%[38.3 µM]	12%	x
NPSR antagonist	4%	6%	-2%[46.1 µM]	-3%[46.1 µM]	9%[46.1 µM]	-9%[46.1 µM]	-24%	-12%[46.1 µM]	-13%	10%
HttQ103 aggreg	13%	16%[9.22 µM]	1%	7%	-9%[9.22 µM]	-3%	-15%	7%	-18%	-27%[9.22 µM]

21: O=C(Cc1cccc2ccccc12)N/N=C/c1ccc(Sc2nc3ccccc3s2)o1
22: Cc1cc[n+](-c2[nH]c(=O)sc2/C=N/N=C(\[O-])c2ccccc2)cc1
23: O=C(Cc1ccccc1F)Nc1nc(-c2cccnc2)cs1
24: CCC(C)NC(=O)N[C@@H](Cc1ccccc1)C(=O)O (some centres not stated)
25: O=C(CSc1nnc(Cc2ccccc2)o1)Nc1ccccc1
26: O=C(NCCCN1CCOCC1)c1ccc(CNS(=O)(=O)c2ccc(Br)cc2)cc1
27: Cc1ccc(NC(=O)COc2cccnc2[N+](=O)[O-])cc1S(=O)(=O)N1CCCCC1
28: Cc1ccc(-n2nc(C)c3cc(C(=O)O)sc32)cc1
29: CCOC(=O)Nc1cc(C)ccc1OC
30: COc1ccc(CN2CN(C(C)C)CSC2=S)cc1
entry no.	21	22	23	24	25	26	27	28	29	30
Luc counter	0%	x	-3%	x	7%	3%	4%	-3%	2%	-1%
CBFb-RUNX1 inh	-2%	u	0%	5%	-2%	-2%	-14%	0%	3%	-1%
L3MBTL1 inh	u	u	30%	4%	0%	0%	u	6%	x	6%
Epigenetic derep	-0.2%	0.1%	-1.1%	-2.1%	-3.8%	2.9%	-0.9%	0.0%	1.1%	-1.2%
IMPase Li inh	5%[38.3 µM]	x	-11%	x	-1%	24%	17%	7%[38.3 µM]	19%[38.3 µM]	8%[38.3 µM]
NPSR antagonist	-28%[46.1 µM]	19%	1%	1%[46.1 µM]	2%	3%	1%	-13%[46.1 µM]	-13%[46.1 µM]	-9%[46.1 µM]
HttQ103 aggreg	6%	5%[9.22 µM]	u	-5%	2%[9.22 µM]	-3%	-8%	-15%	15%	6%

31: Cc1cccc(CN2C(=O)N/C(=C/c3cc(C)n(-c4ccccn4)c3C)C2=O)c1
32: CC(NCc1ccc2c(c1)OCO2)C(=O)N1CCc2ccccc21 (configuration not stated)
33: COc1cccc(/C=C2\CCc3ccccc3C2=O)c1
34: Cc1cccc(N2CCN(C(=O)C3CCN(S(=O)(=O)c4cccc5cccnc45)CC3)CC2C)c1 (configuration not stated)
35: COC(=O)NC(C(=O)OC)(C(=O)OC)c1ccccc1
36: COc1ccc2[nH]c3c(c2c1)CN(C)CC3
37: COc1ccc(NS(=O)(=O)c2cc(OC)ccc2NC(=O)c2cc(C)oc2C)cc1
38: COc1ccc(C(=O)c2ccc(CC(=O)O)s2)cc1
39: COc1ccc(NC(=S)NC2CCCCC2)cn1
40: COCCNC(=O)c1ccc(NC(=O)C2(c3ccccc3)CCCC2)cc1
entry no.	31	32	33	34	35	36	37	38	39	40
Luc counter	17%	-2%	x	-4%	0%	-4%	-3%	-2%	3%	1%
CBFb-RUNX1 inh	-16%	-3%	16%	-9%	7%	-1%	-8%	-3%	-2%	2%
L3MBTL1 inh	x	5%	59%[activator]	1%	x	-19%	-2%	11%	6%	-1%
Epigenetic derep	7.8%	-1.1%	1.1%	0.7%	2.3%	-1.4%	0.8%	0.4%	-1.4%	1.6%
IMPase Li inh	33%[38.3 µM]	-3%	x	-2%[38.3 µM]	10%	-2%[38.3 µM]	-19%[38.3 µM]	u	4%	9%
NPSR antagonist	-17%[46.1 µM]	8%	-12%	u	x	-7%[46.1 µM]	-3%[46.1 µM]	-6%	4%	-5%
HttQ103 aggreg	-13%	2%	-3%[9.22 µM]	u	x	7%	-9%	9%	0%	u

41: O=S(=O)(c1ccc(F)cc1)c1nc(-c2ccco2)oc1Nc1ccc(F)cc1
42: Cc1ccccc1NC(=O)c1nc[nH]c1C(=O)NCc1ccccc1
43: O=C(Nc1ccccc1)NC1(C(=O)NCCCN2CCOCC2)CCCCC1
44: CCN(C(=O)CSc1cc(C)c2ccccc2n1)C1CCS(=O)(=O)C1 (configuration not stated)
45: CCOc1ccc(-c2nn[nH]n2)cc1
46: CC(NS(=O)(=O)c1ccc(F)cc1)C(c1cccs1)N1CCN(C)CC1 (configuration not stated)
47: CC(=O)c1ccc(NC2CC(O)C(O)CO2)cc1 (configuration not stated)
48: CCCCCCC(=O)Nc1ccc(C(=O)N2CCCC2)cc1
49: COc1ccc(N2C(=O)NC(NC(=O)c3ccncc3)(C(F)(F)F)C2=O)cc1 (configuration not stated)
50: O=C1C2C3C=CC(C3)C2C(=O)N1/N=C/c1ccc(-c2ccccc2[N+](=O)[O-])o1 (configuration not stated)
entry no.	41	42	43	44	45	46	47	48	49	50
Luc counter	1%	0%	-1%	0%	-8%	1%	10%	-4%	1%	-3%
CBFb-RUNX1 inh	-10%	6%	4%	2%	1%	-2%	7%	6%	5%	-19%
L3MBTL1 inh	-12%	x	8%	x	x	-4%	2%	x	4%	-11%
Epigenetic derep	-1.1%	-1.1%	-1.0%	0.0%	1.0%	-1.0%	-1.1%	6.4%	-1.1%	-0.9%
IMPase Li inh	8%	29%[38.3 µM]	-6%[38.3 µM]	-10%	28%[38.3 µM]	10%	-9%[38.3 µM]	12%[38.3 µM]	1%[38.3 µM]	11%
NPSR antagonist	-42%	5%[46.1 µM]	3%[46.1 µM]	4%	-17%[46.1 µM]	-6%[46.1 µM]	-2%[46.1 µM]	-13%[46.1 µM]	-2%[46.1 µM]	-9%
HttQ103 aggreg	2%	u	4%	-3%	-11%	3%	22%	1%	-1%	2%

Continued, starting with the last 3 of the part before.
48: CCCCCCC(=O)Nc1ccc(C(=O)N2CCCC2)cc1
49: COc1ccc(N2C(=O)NC(NC(=O)c3ccncc3)(C(F)(F)F)C2=O)cc1 (configuration not stated)
50: O=C1C2C3C=CC(C3)C2C(=O)N1/N=C/c1ccc(-c2ccccc2[N+](=O)[O-])o1 (configuration not stated)
51: COC(=O)c1sc2nc(N3CCCCC3)c3c(c2c1N)CCCC3
52: Clc1cccc(Nc2nnc(-c3ccccc3)c3ccccc23)c1
53: Cc1nc2c(nnn2Cc2ccccc2)c(=O)n1-c1ccccc1
54: Cc1noc(C)c1C(=O)OCC(=O)/C=C1\N(C)c2ccccc2C1(C)C
entry no.	48	49	50	51	52	53	54
Luc counter	-4%	1%	-3%	7%	-3%	-3%	0%
CBFb-RUNX1 inh	6%	5%	-19%	5%	26%	-1%	0%
L3MBTL1 inh	x	4%	-11%	x	x	5%	-1%
Epigenetic derep	6.4%	-1.1%	-0.9%	-6.2%	1.1%&2.5%	-1.3%	0.0%
IMPase Li inh	12%[38.3 µM]	1%[38.3 µM]	11%	-29%[38.3 µM]	-8%&20%	-2%[38.3 µM]	7%[38.3 µM]
NPSR antagonist	-13%[46.1 µM]	-2%[46.1 µM]	-9%	-15%[46.1 µM]	x	-12%[46.1 µM]	-19%[46.1 µM]
HttQ103 aggreg	1%	-1%	2%	7%[9.22 µM]	x	1%	-17%
